Screening results: PubChem, National Center for Advancing Translational Sciences (NCATS)
Pol kappa inh – blocks human DNA polymerase kappa activity. Q9UBT6. purified Pol kappa, fluorescent DNA synthesis assay, 10 min. Potency, µM (titrated, usually from 107 µM), inactives show at the highest dose activity, negative = inhibition, hits mostly inhibitors. hit rate 0.53% among 400,000; also: potency is read from the fitted curve at half-maximal effect; % is scaled to controls: 0 for no effect and ±100 for the full control effect
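10 nM Pol kappa preincubated 15 min at room temperature with compounds, then reaction started with substrate at 50 nM final. Fluorescence read kinetically at 0 and 10 min; buffer-only wells served as negative control.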
Pol eta inh – inhibitors of human DNA polymerase eta | recombinant Pol eta, fluorescent DNA replication assay | hit rate 1.2% among 390,000 | AID 588591 | Potency, µM (titrated, usually from 114 µM), for the others: at the highest dose activity change, negative = inhibition, usual class: inhibitors; also: potency is read from the fitted curve at half-maximal effect; % is scaled to controls: 0 for no effect and ±100 for the full control effect
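Pol eta (10 nM) was preincubated with compounds for 15 min at room temperature, after which fluorescent replication substrate (50 nM final) was added to start the reaction. Fluorescence was read kinetically at 0 and 10 min.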
BLM helicase inh – Bloom syndrome helicase (human) inhibition; recombinant BLM DNA unwinding, fluorescence dequenching; P54132; hit rate 0.2% among 350,000; Potency, µM (doses to about 56.1 µM), inactives show at the top dose activity change, negative = inhibition, actives largely listed as inhibitors;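 also: potency is read from the fitted curve at half-maximal effect; plate controls were vehicle for no effect and no enzyme for full effect; nearly all actives have a fitted effect of over 35% in size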
Apoferritin bind – binds horse apoferritin like a general anesthetic | P02791 | AID 485281 | hit rate 0.074% among 350,000 | Potency, µM (doses to about 77.5 µM), for the others: at the highest dose activity change, negative = displacement, most hits filed as inhibitors | apoferritin/1-aminoanthracene competitive binding, fluorescence; also: potency is read from the fitted curve at half-maximal effect; % is scaled to controls: 0 for no effect and ±100 for the full control effect; nearly all actives have a fitted effect of over 20% in size
Target sequence (P02791 2-175 limits assumed): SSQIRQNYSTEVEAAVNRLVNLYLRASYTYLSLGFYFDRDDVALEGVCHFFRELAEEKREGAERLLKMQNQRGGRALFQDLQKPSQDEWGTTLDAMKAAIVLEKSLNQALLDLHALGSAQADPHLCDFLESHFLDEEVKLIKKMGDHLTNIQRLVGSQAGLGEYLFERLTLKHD
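Steps: apoferritin (10 uM) was premixed with half-saturated 1-AMA in PBS, compounds were pin-transferred, plates stood 10 min at room temperature, fluorescence was read at 380/535 nm, and curves were fitted with a Hill equation.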
APEX1 inh – inhibitors of human APE1 endonuclease; hit rate 0.35% among 350,000; Potency, µM (titrated, usually from 65.8 µM), for the others: top-dose activity change, negative = inhibition, actives largely listed as inhibitors; recombinant APE1, TAMRA/BHQ-2 abasic DNA cleavage fluorescence; AID 2517;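 also: potency is read from the fitted curve at half-maximal effect; plate controls were vehicle for no effect and reference inhibitor for full effect; nearly all actives have a fitted effect of over 55% in size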
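APE1 at 0.75 nM final was preincubated with compound 15 min at room temperature, then 50 nM double-stranded THF abasic-site substrate (5'-TAMRA/3'-BHQ-2) was added. Fluorescence (ex 525/em 598 nm) was read kinetically; third-minus-first read gave activity.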
POLI inh – inhibitors of human DNA polymerase iota; Q9UNA4; Pol iota fluorescent replication assay, 10 min; Potency, µM (doses to about 115 µM), without a hit: at the top dose activity, negative = inhibition, actives largely listed as inhibitors; hit rate 1% among 390,000; AID 588590; also: potency is read from the fitted curve at half-maximal effect
Target sequence (Q9UNA4 whole entry, looked up): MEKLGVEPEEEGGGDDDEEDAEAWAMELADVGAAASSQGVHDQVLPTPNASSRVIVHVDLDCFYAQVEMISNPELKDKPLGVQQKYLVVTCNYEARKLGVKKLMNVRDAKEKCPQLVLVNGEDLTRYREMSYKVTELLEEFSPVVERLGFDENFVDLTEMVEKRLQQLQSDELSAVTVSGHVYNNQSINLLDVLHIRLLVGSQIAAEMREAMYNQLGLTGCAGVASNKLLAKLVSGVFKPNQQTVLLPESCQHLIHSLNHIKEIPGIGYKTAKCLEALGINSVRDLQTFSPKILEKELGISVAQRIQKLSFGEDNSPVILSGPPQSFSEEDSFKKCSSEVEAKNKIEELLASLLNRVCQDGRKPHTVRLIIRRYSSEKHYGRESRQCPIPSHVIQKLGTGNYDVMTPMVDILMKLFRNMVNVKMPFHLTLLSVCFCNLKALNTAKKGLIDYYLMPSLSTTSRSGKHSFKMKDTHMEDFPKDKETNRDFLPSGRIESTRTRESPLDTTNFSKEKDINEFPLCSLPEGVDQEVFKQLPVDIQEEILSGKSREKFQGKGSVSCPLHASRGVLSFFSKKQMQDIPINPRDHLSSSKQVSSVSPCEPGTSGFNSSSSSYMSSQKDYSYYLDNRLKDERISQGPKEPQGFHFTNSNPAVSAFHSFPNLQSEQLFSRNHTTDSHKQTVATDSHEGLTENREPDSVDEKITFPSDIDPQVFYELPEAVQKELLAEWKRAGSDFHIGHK
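Pol iota at 10 nM preincubated 15 min with compounds at room temperature; reaction started with fluorescent substrate, 50 nM final. Fluorescence read kinetically at 0 and 10 min; buffer-only wells as negative control.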
PGK inhibitor – blocks T. brucei phosphoglycerate kinase. P07378. PGK/GAPDH coupled, Kinase-Glo luminescence, 60 min. Potency, µM (titrated, usually from 57.5 µM), for the others: top-dose activity change, negative = inhibition, hits mostly inhibitors. hit rate 0.043% among 380,000. AID 602233; also: potency is read from the fitted curve at half-maximal effect; % is scaled to controls: 0 for no effect and ±100 for the full control effect; nearly all actives have a fitted effect of over 60% in size
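Recombinant glycosomal PGK reaction used 1,3-bisphosphoglycerate generated in-well by GAPDH (100nM final) in 100mM TEA pH 7.6, 5mM MgCl2, 0.01% Tween-20. After 60 minutes at room temperature, ATP was read by Kinase-Glo Plus luminescence end-point.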
RXFP1 antagonist – antagonists of human relaxin receptor RXFP1; Q9HBX9; HEK293-RXFP1, relaxin-stimulated cAMP HTRF, 30 min; hits give low values; activity change, negative = inhibition, % at 57.5 µM; hit rate 0.59% among 350,000; AID 1259400;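 active = activity change of -60% or lower, but not beyond a set lower limit; inconclusive = change between -60% and -40%, or beyond the set limit; inactive = change above -40%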; also: % is scaled to controls: 0 for no effect and ±100 for the full control effect
Pol beta inh – DNA polymerase beta (human) inhibition; P06746; Pol beta primer extension/strand displacement, fluorescence kinetic; Potency, µM (top dose mostly 114 µM), for the others: at the highest dose activity change, negative = inhibition, actives largely listed as inhibitors; hit rate 1.3% among 340,000; also: potency is read from the fitted curve at half-maximal effect; % is scaled to controls: 0 for no effect and ±100 for the full control effect
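Preincubation: enzyme (10 nM) with compound, 15 min, RT. Reaction: substrate added to 50 nM final. Reads: 0 and 10 min. Analysis: normalized, Hill fit.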
* marks the source's active call; other numbers are inactive results; i = inactive; ? = inconclusive; · = no result given; & = joins results of further samples; [ ] = remark or other dose. Unless noted, calls follow the shape of the dose curve; as a rule, active = well fitted curve in the direction sought with a large enough effect; inconclusive = small, poorly fitted or top-dose-only effect, or another doubt; inactive = no such curve, though single readings can be large; an effect the other way counts as inactive or inconclusive.

SMILES | Pol kappa inh | Pol eta inh | BLM helicase inh | Apoferritin bind | APEX1 inh | POLI inh | PGK inhibitor | RXFP1 antagonist | Pol beta inh
CC(C)=CC/C=C1\CCC(C(=O)O)C(C(=O)O)C1 (stereo not given) | -9% | -1% | -7% | 0% | -4% | -22% | · | 13 | 8%
CC(=O)c1cccc(N(C(=O)CNC(=O)c2ccco2)C(C(=O)NC2CCCC2)c2ccc(C)o2)c1 (stereo not given) | -5% | -19% | -5% | -9% | 9% | 57%[activator] | i | -9 | -12%
COc1ccccc1NC(=O)CSC1=Nc2ccccc2C2=NC(CC(=O)NCCc3ccccc3)C(=O)N12 (stereo not given) | -7%[60.1 µM] | -3% | 0% | ? | · | 3% | 8% | -4 | 33%[activator]
CCCCn1c(NC(=O)c2ccccc2Cl)c(C#N)c2nc3ccccc3nc21 | -10% | 20µM* | ? | 50%[activator] | ? | 3.5µM* | -22% | -4 | 0%
CN(CC(=O)Nc1cccc(C#N)c1)Cc1ccc(Cl)cc1 | -11% | 1% | -5% | -23% | -1% | 24% | 2% | -35 | -1%
Cc1ccc(Cn2c(C)c3cnn(CC(=O)O)c(=O)c3c2C)cc1 | -5% | · | 0% | -5% | · | 12% | · | -2 | 0%
COc1ccc(NC(=O)Nc2cccc3c2O[C@H](CN(C)Cc2ccc(-c4ccccc4)cc2)[C@@H](C)CN([C@H](C)CO)C3=O)cc1 | -6% | -10% | · | · | -6% | 15% | 5% | · | ·
COc1cccc(CNC(=O)C2CCCN(c3ncnc4c3nc3n4CCCCC3)C2)c1 (stereo not given) | 3% | -14% | 3% | 4% | -22% | 26% | i | 0 | 2%
CCOCCSC1=C(C#N)C(c2cccs2)C(C(C)=O)=C(C)N1 (stereo not given) | -3% | 1% | -3% | -2% | 1% | 12% | -4% | 14 | -4%
O=C(Cc1ccc(Cl)cc1)OCC(=O)c1ccc[nH]1 | -21% | -17% | · | · | -17% | 39%[activator] | 3% | 4 | ·
CCOC(=O)c1ccc(-c2ccc(/C=C(\C#N)C(=O)NCc3cccs3)o2)cc1 | -8% | -10% | -5% | 0% | 0% | 5% | -8% | 7 | -2%
COc1ccc(C(CNC(=O)c2ccc(-c3ccccc3Cl)o2)N2CCOCC2)cc1 (stereo not given) | -2% | -27% | · | · | -15% | 3% | 5% | -5 | ·
COC(=O)c1[nH]nc2c1C(=O)N(Cc1ccccc1)C2=O | -5% | -11% | 1% | -11% | -2% | 6% | -11% | -6 | 85%
COc1ccccc1Oc1ccc(NC(=O)c2ccccc2)cc1 | -7% | -17% | -3% | -14% | -4% | 61%[activator] | i | -3 | 20%
O=C(Nc1ccc(F)c(S(=O)(=O)N2CCOCC2)c1)C1CCCCC1 | -12% | -26% | · | · | 11% | 6% | -7% | -5 | ·
COC(=O)c1cccc(S(=O)(=O)N2CCCC2)c1 | 0% | 3% | -11% | 0% | ? | 11% | -8% | 6 | 21%
COCCN(Cc1nc(-c2ccc(C(F)(F)F)cc2)no1)C(C)C | -15% | -7% | -6% | -7% | 0% | 47%[activator] | -9% | -10 | 4%
O=C(COc1ccc(Cl)cc1)Nc1nc(-c2ccncc2)cs1 | -1% | -18% | -11% | -8% | 14% | 4% | 0% | -3 | 10%
Cc1ccc(N2C(=O)CSC2c2cccs2)cc1 (stereo not given) | 1% | -5% | 0% | ? | 7% | 22% | · | -2 | ?
Cc1ccc(-n2nc(C)c3c(C)cc(=O)n(CC(=O)Nc4ccc(Br)cc4F)c32)cc1 | -18% | -18% | 1% | -10% | · | 8% | -8% | -11 | 3%
N#Cc1cc([N+](=O)[O-])ccc1NC(=O)COC(=O)C12CC3CC(CC(C3)C1)C2 | · | · | -17% | 35µM* | -7% | · | · | · | -2%
COc1cc(OC)c(NC(=O)c2sc3ncn(CC(=O)N4CCOCC4)c(=O)c3c2C)cc1Cl | 0% | ? | 0% | -4% | 1% | 42%[activator] | 0% | ? | ?
Cc1ccc(C(=O)Nc2cc(C)nn2CCC#N)cc1 | -1% | -2% | -1% | -3% | 39%[12.4 µM] | 29% | -1% | -9 | 0%
CCCSc1ncc(Cl)c(C(=O)Nc2sc3c(c2C(=O)OC)CCCC3)n1 | 0%&-5% | · | 0% | 76%[activator] | · | -1%&-3% | · | 0 | 4%
Cc1n[nH]c(C)c1Sc1ccccc1[N+](=O)[O-] | -9% | -21% | -7% | ? | -4% | 108%[activator] | -3% | 8 | -27%
COc1ccc(NC(=O)c2cccnc2)c([N+](=O)[O-])c1 | 1% | -8% | -7% | -9% | 14% | 44%[activator] | -3% | -8 | 37%
Cc1cc(=O)[nH]c(SCCCOc2ccc3c(c2)CCC3)n1 | 0% | -17% | -3% | ? | 5% | 31%[activator] | -8% | 13 | 25%
CCn1cc(CN2CCCC(CNS(=O)(=O)c3ccc(OC)cc3)C2)cn1 (stereo not given) | -4% | -3% | -2% | -7% | 32% | 21% | i | -1 | -15%
CC(C)Nc1ccc(C(CC(N)=O)NC(=O)Cc2ccc(Cl)cc2)cc1[N+](=O)[O-] (stereo not given) | 8% | -21% | 1% | 0% | -2% | -4% | -1% | · | 19%
O=C(CNC1CCCCC1)NCC1(c2ccccc2)CCCC1 | -5% | 5% | -6% | -7% | 2% | 37%[activator] | -7% | -7 | -17%
CN(C)c1cc[n+](CC(=O)Nc2cccc([N+](=O)[O-])c2)cc1 | -16% | -1% | -4% | -6% | -1% | -7% | 9% | 20 | -10%
Cc1cc(C(=O)CSc2cccc[n+]2[O-])c(C)n1-c1ccc(OC(F)F)cc1 | 3% | -11% | -1% | -11% | 3% | -28% | -6% | -5 | 1%
Cc1cc(C)nc(N2CCCC(C(=O)NCCc3ccccc3F)C2)n1 (stereo not given) | 1% | -11% | 0% | -5% | -2% | 36%[activator] | -9% | 8 | 5%
COC(=O)c1cn(C(C)C(=O)NCc2ccco2)c2ccccc12 (stereo not given) | -3% | -9% | 1% | -9% | -1% | 11% | 4% | 4 | -20%
COC(=O)c1c(C)cc(OC)cc1O | -9%[60.1 µM] | · | 5% | -17% | -8% | · | · | · | ·
COc1cccc(CN2CCNC(=O)C2CC(=O)NCCc2nc(C)c(C)s2)c1OC (stereo not given) | -2% | -11% | -1% | -6% | 16% | 4% | · | 2 | 9%
COc1ccc(NC(=O)c2ccc(S(=O)(=O)N3CCOCC3)cc2)c(OC)c1 | -4% | -2% | 0% | -4% | -2% | -4% | 1% | 1 | -27%
CC(C)Cn1c(=O)c2c(nc3n2CCCN3Cc2ccccc2)n(C)c1=O | -1% | -10% | -4% | -6% | -3% | 40%[activator] | i | -14 | 10%
COCCN(C(=O)CN1CCc2ccccc21)c1c(N)n(Cc2ccccc2)c(=O)[nH]c1=O | 5% | -3% | · | · | 39% | 63% | -3% | -7 | ·
CCOC(=O)c1nnc2c(Br)c(-c3ccccc3)nn2c1C | -20% | 1% | 2% | -7% | 1% | 9% | 8% | 0 | -2%
O=c1oc2cc(Oc3ccc(C(F)(F)F)cc3[N+](=O)[O-])ccc2c2c1CCC2 | -5% | -9% | 3% | 0% | 0% | -3% | -9% | · | 0%
Cc1ccc(OCCOCCn2ccnc2)c(Br)c1 | 1% | 1% | -3% | ? | -6% | 22% | 1% | 8 | ?
Cn1c(Cc2cccc3ccccc23)nnc1SCC(=O)N1CCN(c2ccccc2)CC1 | -10% | 2% | 0% | -23% | 5% | 4% | -5% | -4 | 16%
COc1ccccc1CN1CCCC(N2CCN(c3ccc(F)cc3)CC2)C1 (stereo not given) | 3% | -4% | 5% | -11% | -9% | 152%[activator] | -3% | -2 | -2%
CC1=C(C(=O)N2CCCC(N3CCN(c4ccccc4F)CC3)C2)OCCO1 (stereo not given) | -8% | -16% | -2% | -2% | -13% | 2% | -8% | -3 | -1%
O=S(=O)(NCc1ccccc1)c1ccc(Br)c2nsnc12 | -11% | 0% | -6% | -8% | -9% | 110%[activator] | 10% | -8 | -1%
Cc1noc(C)c1COc1ccc(C(=O)OCC(=O)NCc2ccccc2Cl)cc1 | -1% | ? | -2% | -10% | 0% | 9% | -5% | -5 | ?
Cc1cccc(CNc2ccc(C(CC(N)=O)NC(=O)Cc3cccc4ccccc34)cc2[N+](=O)[O-])c1 (stereo not given) | 2% | 0% | -4% | -11% | -4% | -19% | -1% | · | -2%
CN(C)c1ccc(-c2nn3c(-c4cccnc4)nnc3s2)cc1 | -11% | -10% | 4% | -10% | 3% | 8% | 6% | 1 | -17%
Cc1cc(C)c2nc(N3CCC(C(=O)N4CCN(c5ncccn5)CC4)CC3)sc2c1 | -2% | -8% | -3% | -1% | 3% | 0% | -5% | -6 | 10%
Later entries
SMILES | Pol kappa inh | Pol eta inh | BLM helicase inh | Apoferritin bind | APEX1 inh | POLI inh | PGK inhibitor | RXFP1 antagonist | Pol beta inh
CCc1ccc(C2=NN(CCC(=O)NC3CC3)C(=O)CC2)cc1 | · | · | -1% | -14% | 1% | · | · | · | 0%
O=C1CCN(Cc2ccccc2)C=C1c1ccc(C(F)(F)F)cc1 | -17% | -9% | · | · | 13% | -3% | -7% | · | ·
COc1cccc(CNC(=O)c2cc3c(s2)-c2c(C)cccc2OC3)c1 | -14% | -16% | -8% | 334%[activator] | · | 1% | 12% | -21 | -1%
O=C(CN1CCCC1)OCCCc1ccccc1 | 3% | -5% | -1% | -1% | 3% | 75%[activator] | -5% | -3 | -12%
Clc1ccccc1-c1nc(N/N=C/c2cccnc2)c2ccccc2n1 | -10% | -15% | 0% | -19% | -2% | -2% | -9% | -7 | 3%
COc1ccc(N2CCN(C(=O)CCCCCn3c(=O)[nH]c4ccsc4c3=O)CC2)cc1 | 6% | -3% | 0% | -10% | ? | 9% | -2% | 3 | -1%

Compound profiles, as listed above. Order of values: Pol kappa inh	Pol eta inh	BLM helicase inh	Apoferritin bind	APEX1 inh	POLI inh	PGK inhibitor	RXFP1 antagonist	Pol beta inh
Shown for O=C(CN1CCCC1)OCCCc1ccccc1 = 3%	-5%	-1%	-1%	3%	75%[activator]	-5%	-3	-12%
Shown for CCc1ccc(C2=NN(CCC(=O)NC3CC3)C(=O)CC2)cc1 = ·	·	-1%	-14%	1%	·	·	·	0%

Not all compounds are listed (hit frequency here may not be typical).
